High-throughput results from PubChem.
IL-1B inflam inh: blocks inflammasome-driven IL-1 beta release | 4.7% of 360,000 active | activity change, % at 57.5 µM | THP-1 LPS/ATP IL-1B secretion, AlphaLISA, 16 h; hits give low values; in the data active = activity change below about -50%; inconclusive = mostly about -30% to -49%; note: % is set by controls: 0 for no effect and ±100 for the full control effect
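THP-1 cells pretreated 1 hr with compounds (up to 57.5 uM final), then stimulated with LPS (250 ng/mL final) plus ATP (1.25 mM final); secreted IL-1B measured by AlphaLISA after 16 hr, decreased signal indicating inhibition.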
KB-3-1 cytotox: KB-3-1 parental cell cytotoxicity; KB-3-1 viability, CellTiter-Glo ATP luminescence, 72 h; Potency, µM (doses to about 46.1 µM), for the others: at the top dose activity change, negative = cytotoxic, actives largely listed as cytotoxic; 1.4% of 400,000 active; AID 1347075; note: potency is the fitted concentration of half-maximal effect; % is set by controls: 0 for no effect and ±100 for the full control effect; nearly all actives have a fitted effect of over 60% in size
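Multi-concentration cytotoxicity screen in KB-3-1 cells grown in DMEM lacking phenol red with 10% FBS. After 72 h at 37 °C with compound, ATP-dependent luminescence was recorded.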
HEK293 tox: cytotoxicity in counter-screen for GLP-1R inverse agonists; 0.13% of 410,000 active; AID 624418; Potency, µM (series often up to 38.3 µM), inactives show at the top dose activity change, negative = inhibition, hits mostly inhibitors; HEK293 cAMP-luciferase reporter cells, luminescence, 24 h;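 note: loss of luciferase light is scored as toxicity; potency is the fitted concentration of half-maximal effect; % is set by controls: 0 for no effect and ±100 for the full control effect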
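Cells in DMEM/10% Nu serum/1% pen-strep, 1536-well format. Pre-incubated 12 h, dosed with 23 nL compound, incubated a further 24 h. Luciferase detection, 12 min at room temp, luminescence.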
D3 ag: agonists of human D3 dopamine receptor. P35462. D3R DiscoveRx beta-arrestin cells, luminescence, 90 min. max activation, %. 0.58% of 410,000 active. AID 652048; in the data active = max activation above about 30%; note: 0% is about no effect; mostly tested at two doses, the higher about 12 µM
Target sequence (P35462 whole entry, looked up): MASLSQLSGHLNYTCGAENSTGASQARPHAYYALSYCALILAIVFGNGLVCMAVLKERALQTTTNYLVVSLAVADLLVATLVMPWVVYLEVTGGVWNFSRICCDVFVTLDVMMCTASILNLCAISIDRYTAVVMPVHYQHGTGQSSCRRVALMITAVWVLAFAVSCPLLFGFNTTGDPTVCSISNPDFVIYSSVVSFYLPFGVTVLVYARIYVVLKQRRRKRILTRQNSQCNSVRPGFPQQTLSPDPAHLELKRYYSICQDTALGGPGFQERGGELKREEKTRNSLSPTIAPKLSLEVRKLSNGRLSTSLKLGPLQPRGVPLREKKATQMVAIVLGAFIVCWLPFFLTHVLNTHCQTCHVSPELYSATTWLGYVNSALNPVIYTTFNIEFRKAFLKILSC
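Cells at 1500/well, incubated overnight, then treated with pinned compounds (dopamine as control) for 90 min at 37 degrees C. DiscoveRx reagent added for 30 - 60 minutes at room temperature; luminescence read.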
HT1080 IDH1KD tx: HT-1080 IDH1 knockdown cell toxicity (counter line). AID 686971. 2% of 360,000 active. Potency, µM (titrated, usually from 46.1 µM), for the others: top-dose activity, negative = toxicity, hits mostly cytotoxic. HT-1080 IDH1 knockdown viability, ATP luminescence, 48 h;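 note: potency is the fitted concentration of half-maximal effect; 0% = DMSO wells and -100% = cell-free medium wells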
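% activity derives from luminescence (CellTiter-Glo), normalised to DMSO and no-cell wells. HT-1080-IDH1KD cells, 750/well, had 48 h compound exposure at 37 °C.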
HT1080NT lethal: kills 2HG-producing HT-1080-NT fibrosarcoma cells; HT-1080-NT fibrosarcoma viability, CellTiter-Glo ATP luminescence, 48 h; Potency, µM (highest dose often 46.1 µM), without a hit: at the highest dose activity, negative = less viability, actives largely listed as cytotoxic; 1.6% of 360,000 active;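 note: NT is the 2HG producing partner of a matched IDH1 knockdown line; potency is the fitted concentration of half-maximal effect; 0% = DMSO-treated cells and -100% = media-only wells without cells; nearly all actives have a fitted effect of over 55% in size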
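Read-out is CellTiter-Glo luminescence after 10 minutes at room temperature, following 48 hours' compound treatment of HT-1080-NT cells (750 cells/well, RPMI, 5% FBS, 37 degrees C).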
KB-V1 MDR tox: kills drug-selected multidrug resistant KB-V1 cells; KB-V1 MDR cells viability, CellTiter-Glo, 72 h; Potency, µM (highest dose often 46.1 µM), for the others: top-dose activity change, negative = cytotoxicity, hits mostly cytotoxic; 3.4% of 400,000 active; AID 1347076; note: potency is the fitted concentration of half-maximal effect; % is set by controls: 0 for no effect and ±100 for the full control effect; nearly all actives have a fitted effect of over 60% in size
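Potencies derive from concentration-effect curves fitted to normalized luminescence (CellTiter-Glo) of KB-V1 cells treated for 72 h at 37 degrees C in phenol-red-free DMEM containing 10% FBS.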
SW480 rerep: induces DNA re-replication in SW480 colon adenocarcinoma cells. SW480 DNA re-replication, Hoechst DNA content imaging, 48 h. Potency, µM (highest dose often 46.1 µM), without a hit: at the top dose re-replication activation, usual class: activators. 1.8% of 340,000 active; note: potency is the fitted concentration of half-maximal effect; % of control where 0% means no effect; nearly all actives have a fitted effect of over 55% in size
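250 cells/well; 23 nL cpd via pin tool; 48 hr, 37 C, 5% CO2; Hoechst 40 min; imager read of total nuclear intensity, ex 405/em 500-530 nm.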
MCF10A rereplic: inducers of DNA re-replication in MCF 10A breast cells; MCF 10A DNA re-replication, Hoechst nuclear intensity, 48 h; Potency, µM (doses to about 46.1 µM), for inactives: top-dose activity, positive = re-replication, actives largely listed as activators; 2.9% of 350,000 active; AID 624296; note: potency is the fitted concentration of half-maximal effect; % of control where 0% means no effect; nearly all actives have a fitted effect of over 50% in size
* marks the source's active call; other numbers are inactive results; i = inactive; ? = inconclusive; nt = no result given; & = joins results of further samples; [ ] = remark or other dose. Unless noted, calls come from the whole dose curve; as a rule, active = well fitted curve in the direction sought with a large enough effect; inconclusive = small, poorly fitted or top-dose-only effect, or another doubt; inactive = no such curve, though single readings can be large; an effect the other way counts as inactive or inconclusive.

The line under a structure holds: IL-1B inflam inh, KB-3-1 cytotox, HEK293 tox, D3 ag, HT1080 IDH1KD tx, HT1080NT lethal, KB-V1 MDR tox, SW480 rerep, MCF10A rereplic
CC(=O)N(C1=C(Cl)C(=O)c2ccccc2C1=O)c1ccc(C(=O)O)cc1
  13, 8%, ?, -12, ?, ?, -12%, ?, 5.8µM*
Cn1c2ccccc2c2cc(C(=O)NNS(=O)(=O)c3ccc(F)cc3)sc21
  5, -5%, -19%, -1, -5%, -13%, -4%, ?, ?
O=C1C2=C(SCCS2)C(=O)N1CCCO
  6, 4%, -8%, 2, 5%, 8%, -1%, -8%, 9%
COc1ccc(-c2cc(C(=O)N3CCN(c4ccc(F)cc4)CC3)no2)cc1OC
  -3, -16%&6%, -12%&-2%, 10&17, -2%, -13%, ?, -7%, 10%
COc1cccc(OCc2cc(C(=O)N3CCN(C(=O)c4ccco4)CC3)no2)c1
  7, 10%, 1%, 2, -2%, 7%, -1%, -6%, 2%
O=C(Cn1cc(C(=O)C2CCCCC2)c2ccccc21)NCC1CCCO1 (stereo not drawn)
  35, -10%, -4%, 5, -16%, -18%, ?, -10%, -1%
Cc1nc2cc(-c3sccc3-n3cccc3)nn2c(C)c1C
  14, 1%, -2%, 4, 9%, 13%, 16µM*, -6%, ?
C[C@@H]1CN(S(=O)(=O)c2ccc3c(c2)OCCO3)CCN1S(=O)(=O)c1c(F)cccc1F
  nt, 2%, nt, nt, nt, nt, -9%, -1%, -6%
Cc1c(CCC(=O)O)c(=O)oc2cc(OCc3cccc(F)c3)ccc12
  18, 9%, -6%, 7, -3%, -16%, 33%, -14%, 2%
CCc1ccc(OCc2nc(-c3ccc(-n4cccc4)cc3)no2)cc1
  nt, -9%, -3%, 7, nt, nt, 0%, nt, nt
COc1ccc(CCN2CC(C(=O)NCC(=O)Nc3ccc(F)c(F)c3)CC2=O)cc1OC (stereo not drawn)
  22, 6%, 4%, 4, 2%, 0%, 0%, 1%, 3%
N#Cc1ccccc1OCC(=O)Nc1cc(S(=O)(=O)N2CCCCC2)ccc1N1CCOCC1
  1, 2%, -8%, 6, -7%, -2%, ?, -7%, 6%
COC(=O)c1sc2ncn(CC(=O)NCCc3ccc(OC)c(OC)c3)c(=O)c2c1C
  16, 12%, -2%, 2, -2%, 0%, 0%, 12%, ?
Cc1cccc2c(=O)cc(CSCC(=O)Nc3ccc(Cl)cc3)[nH]c12
  nt, -3%, -16%, -20, nt, nt, 0%, nt, nt
COc1cccc(C2C(C#N)=C(N)N(c3ncn[nH]3)C3=C2C(=O)CCC3)c1 (stereo not drawn)
  11, 7%, -2%, 1, 1%, 9%, 4%, -30%, -8%
CC1CCN(c2ccc3nnc(CCC(=O)Nc4cc(F)ccc4F)n3n2)CC1
  -15, -7%, -12%, 8, 3%, -2%, -13%, -10%, 4%
Cc1cc(C)cc(OCC(=O)Nc2ccc(-c3nc4ccccc4o3)cc2)c1
  nt, -2%, -5%, 2, nt, nt, 14%, nt, nt
CN(C)CCCNc1nc2cc(-c3ccn[nH]3)sc2c(=O)n1C
  24, 0%, 0%, -3, 4%, 25%, 3%, nt, nt
CCOC(=O)N1CCN(C(=O)CSCC(=O)Nc2nc(-c3cccs3)cs2)CC1
  -14, 0%, -6%, -2, ?, 0%, -29%, -11%, 2%
CCOC(=O)C1=C[C@@H](CC)N(S(=O)(=O)c2ccc(C)cc2)[C@H]1c1cccc(Cl)c1
  2, ?, -10%, 6, ?, -8%, -10%, nt, nt
NS(=O)(=O)c1ccc(NC(=O)c2ccc(S(=O)(=O)N3CCc4ccccc43)cc2)cc1
  27, -5%, -45%, 7, -22%, -15%, ?, 1%, 9%
Cc1ccc(-c2nn(CCC(=O)Nc3ccc(Cl)c(Cl)c3)c(=O)c3ccccc23)cc1
  nt, 3%, 10%, -5, nt, nt, -4%, nt, nt
Cc1cccn2c(NC(=O)c3cccs3)c(-c3ccccc3)nc12
  -6, 24%, 9%[1.53 µM], -7, 1%, 5%, -25%, -1%, -2%
O=C(Cn1cnc(S(=O)(=O)N2CCCC2)c1)Nc1cccc(Br)c1
  18, 13%&0%, -4%&0%, -5&-4, -4%, -1%, 0%&13%, ?, 6%
O=C(NCCN1CCN(Cc2ccccc2)CC1)C1CC(=O)N(C2CCCC2)C1 (stereo not drawn)
  10, -6%, 15%, -18, 4%, -4%, -14%, ?, -6%
CC1CCc2c(sc3nc(-c4cc5ccccc5oc4=O)nc(Cl)c23)C1 (stereo not drawn)
  nt, 3%, 0%, 8, nt, nt, ?, nt, nt
CCOC(=O)N1CCC(NC(=O)CCc2c(C)nc3ncnn3c2C)CC1
  20, 10%, -4%, 1, 10%, -1%, 0%, 0%, -183%[0.0737 µM]
CN(C)CCCN(C(=O)c1ccc(C(=O)c2ccccc2)cc1)c1nc2cc3c(cc2s1)OCCO3
  -64*, -19%, ?, -13, ?, ?, -25%, 29%, 9%
CCCCNC(=S)N(C)N=C1CCC(c2ccccc2)CC1 (stereo not drawn)
  -9, -9%, -7%, 0, 1%, 3%, ?, 14%, 1%
Cc1ccccc1NC(=O)CSc1nnc2ccc(-c3cccnc3)nn12
  -22, 1%, 1%, -1, -5%, 1%, 3%, ?, -22%
Cc1cc(N)ccc1-n1nc2ccccc2n1
  -16, -10%, -9%, -12, 12%, 25%, 2%, -2%, 7%
CC1(C(=O)Nc2ccc3c(c2)OCCO3)CCN1C(=O)C1(c2ccccc2)CC1 (stereo not drawn)
  1, 0%, 0%, 10, 11%, 5%, 0%, nt, nt
O=C(CN1CCCCCC1)Nc1ccc([N+](=O)[O-])cc1Cl
  -11, 3%, 6%, 8, 13%, 14%, -8%, -9%, -1%
CCOc1ncccc1C(=O)Nc1nnc(C)s1
  -7, 4%, -20%, 5, -2%, 5%, 0%, -4%, 2%
COc1cc(OC)cc(N(C(=O)C2COc3ccccc3O2)C(C(=O)NC2CCCCC2)c2ccc(O)cc2)c1 (stereo not drawn)
  -60*, ?, -4%, -10, -27%, -17%, ?, ?, 7%
COCCOCCn1cnc2ccccc21
  -5, 0%, 6%, 0, 7%, 10%, -1%, 0%, 8%
COc1ccc(Cl)cc1NC(=O)Cn1c(C)csc1=O
  0, -5%, -12%, -3, 2%, 7%, ?, -4%, 1%
CCN(CC)CCNC(=O)Cn1nc(C)c2c(C)n(-c3ccccc3)nc2c1=O
  nt, 3%, -2%, 7, nt, nt, 0%, nt, nt
Cc1occc1C(=O)Nc1cccc([N+](=O)[O-])c1
  5, 4%, -5%, 14, 14%, -2%, -26%, ?, 8%
CN(C)CCCNC(=O)CC1C[C@H](C(=O)N2CCCCC2)[C@@]2(CCc3ccccc3)c3[nH]c4ccccc4c3CCN2C1=O (stereo partly drawn)
  ?, 0%, -4%, -6, 9%, 7%, 0%, -6%, -3%
O=C(CC(NCc1cccnc1)C(=O)O)Nc1ccc(O)cc1 (stereo not drawn)
  nt, -13%, 1%, 6, nt, nt, 7%, nt, nt
CCOC(=O)C1=C(COC(=O)CNS(=O)(=O)c2ccc(C)cc2)NC(=O)NC1C (stereo not drawn)
  i, 1%, 7%, 1, -1%, 0%, 0%, -1%, -1%
Cc1ccc(NS(=O)(=O)c2cccc3cccnc23)c(Cl)c1
  12, -17%, -5%, 6, 8%, 4%, -3%, -10%, 1%
CCOC(=O)C1CCCN(C(=O)Cn2nc(C)n3c(cc4c(OC)cccc43)c2=O)C1 (stereo not drawn)
  ?, 3%, -8%&5%, -5&-24, 21%, 11%, -27%, -4%, -1%
COc1ccc(CCNC(=O)CCn2c(=O)c3ccccc3n(Cc3ccccc3)c2=O)cc1OC
  nt, -4%, 0%, 5, nt, nt, -5%, nt, nt
O=C(N/N=C/c1cccnc1)c1ccc(NC(=O)c2ccccc2Cl)cc1
  -11, -11%, 5%, -2, -29%, ?, -12%, -13%, -1%
COc1cc(/C=C2/N=C(c3ccccc3)OC2=O)c(F)cc1OCc1ccccc1
  nt, -15%, nt, nt, nt, nt, ?, 1%, 8%
CCOC(=O)C1=C(c2ccccc2)Nc2ncnn2C1c1cc(OC)cc(OC)c1OC (stereo not drawn)
  25, 13%, 0%, 3, 0%, 1%, 3%, 2%, 7%
O=C(c1cc(COc2ccc(F)cc2Cl)on1)N1CC[C@@H]2CCCC[C@H]2C1
  0, -2%, -1%, -17, 3%, 4%, 3%, ?, ?
CCC(CC)C(=O)Nc1cccc(C(=O)NC(C)(C)C)c1
  13, 5%, -3%, 3, 0%, 0%, ?, 0%, 1%
CCOC(=O)c1ccccc1NC(=O)c1cccc([N+](=O)[O-])c1
  1, -7%, -15%, -8, 4%, -2%, -20%, -4%, 3%
CCCOC(=O)C1C2C=CC3(CN(c4cccc(Cl)c4)C(=O)C13)O2 (stereo not drawn)
  34, 13%, 6%, 4, 10%, 6%, -21%, -4%, -8%
O=C(CSc1nnc(CNC(=O)c2ccccc2)o1)NCc1ccco1
  -3, 25%, 12%, -2, 6%, 6%, ?, -4%, -6%
CCc1ccc(Nc2ncc3c(n2)CC(C)CC3=O)cc1 (stereo not drawn)
  -4, 10%, 14%, 7, 22%, 26%, 1%, -6%, 3%
COc1ccc(NC(=O)c2nc[nH]c2C(=O)N[C@@H](C)c2ccccc2)cc1
  -22, ?, 2%, -1, 2%, 0%, 18%, -1%, ?
Cc1ccc2c(c1)-c1c(cnn1CC(=O)N1CCN(c3cc(C)ccc3C)CC1)CO2
  nt, -19%, -1%, 6, nt, nt, ?, nt, nt
CCOc1cc(C)c(S(=O)(=O)Nc2ccc(Cl)cn2)cc1C
  -2, -6%, 20%, 28, -2%, -18%, ?, 16%, 23µM*
Brc1cc2ccccc2[n+](Cc2ccccc2)c1
  17, ?, ?, -14, ?, ?, 14%, ?, 21%

Compounds were not picked by outcome; about 11% have a hit in one of these screens.
